TcdB GH inh – blocks C. difficile toxin B glycohydrolase activity; P18177; TcdB glycohydrolase enzymatic assay, plate reader; inhibition, % at 9.99 µM; actives 0.24% (n = 350,000); AID 652162; in the data active means inhibition above about 10%
Vc quorum ag – induces V. cholerae light production without autoinducers; V. cholerae BH1578 lux reporter, luminescence, 6 h; AID 588436; actives 0.16% (n = 350,000); activation, % at 18.7 µM; in the data active means activation mostly above about 9.7%, no sharp cut-off; inconclusive means no clear call, values can overlap the other calls; inactive means mostly below about 3.7%; further: not every result past the cut was called active; inactives centre near 0; reference of the scale not given here
Anthrax LF inh2 – blocks Bacillus anthracis lethal factor protease | P15917 | multiplex microsphere protease cleavage assay, LF | inhibition, % at 10 µM | actives 0.12% (n = 360,000) | AID 588501; in the data active means inhibition above about 30%; inconclusive means no clear call, values can overlap the other calls; further: plate controls were buffer without enzyme for full effect and enzyme alone for no effect
SARS 3CLpro inh – SARS-CoV 3CLpro protease inhibition; P0C6X7; recombinant SARS-CoV 3CLpro, quenched FRET peptide cleavage; inhibition, % at 6 µM; actives 0.14% (n = 290,000); AID 1706; in the data active means inhibition above about 12%
Rv3671c inh – Rv3671c (M. tuberculosis) protease inhibition | AID 2606 | inhibition, % at 5.96 µM | actives 0.048% (n = 320,000) | P9WHR9; in the data active means inhibition above about 38%;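 further: extracellular domain of Rv3671c used as enzyme; 0% = enzyme with DMSO and 100% = no enzyme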
Target sequence (P9WHR9 whole entry, looked up, the tested form may be a part): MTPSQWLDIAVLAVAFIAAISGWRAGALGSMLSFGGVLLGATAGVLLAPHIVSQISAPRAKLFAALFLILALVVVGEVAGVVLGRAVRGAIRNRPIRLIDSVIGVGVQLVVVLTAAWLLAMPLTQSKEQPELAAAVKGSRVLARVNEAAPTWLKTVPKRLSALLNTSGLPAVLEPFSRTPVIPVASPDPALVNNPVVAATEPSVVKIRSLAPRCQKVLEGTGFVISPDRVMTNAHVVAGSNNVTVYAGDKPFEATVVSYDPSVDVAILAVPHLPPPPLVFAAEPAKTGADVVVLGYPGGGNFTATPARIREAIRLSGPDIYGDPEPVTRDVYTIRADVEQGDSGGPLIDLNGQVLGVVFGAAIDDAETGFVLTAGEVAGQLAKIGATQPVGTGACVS
PriA SSB inh – inhibitors of Klebsiella pneumoniae PriA binding to SSB C-terminal tail | AlphaScreen SSBct-PriA binding, biotinylated peptide | inhibition, % at 33 µM | actives 0.6% (n = 430,000) | AID 1272365; in the data active means inhibition mostly above about 37%, no sharp cut-off; inactive means mostly below about 20%;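 further: plate controls were negative control peptide for no effect and reference peptide for full effect; strong numbers were not always called active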
PfHsp40 rescue – compounds rescuing yeast from Plasmodium falciparum HSP40 toxicity | S. cerevisiae expressing PfHsp40, growth rescue, ATP luminescence | growth rescue, % at 12.5 µM | actives 0.68% (n = 340,000) | AID 504582; in the data active means growth rescue above about 28%, passing the limit was not always enough; inconclusive means no clear call, values can overlap the other calls;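 further: yeast W303a lacking pdr1 and pdr3 grown in galactose medium; growth measured after three days at 30 °C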
MazEF act – increases E. coli MazEF RNase cleavage of RNA. P0AE70. FAM/BHQ RNA-DNA oligo cleavage fluorescence, 5 h. activation, % at 20 µM. actives 0.32% (n = 350,000). AID 504720; in the data active means activation above about 50%
Target sequence (P0AE70 whole entry, looked up): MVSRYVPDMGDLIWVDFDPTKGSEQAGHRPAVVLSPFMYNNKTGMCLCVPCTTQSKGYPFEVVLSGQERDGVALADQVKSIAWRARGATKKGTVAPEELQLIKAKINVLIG
Y pestis TopoI – inhibitors of Yersinia pestis topoisomerase I | actives 0.064% (n = 360,000) | activity, % at 10 µM | AID 504884 | Y. pestis Topo-I cleavage product accumulation, plate reader; in the data active means activity above about 50%, passing the limit was not always enough; inconclusive means no clear call, values can overlap the other calls; further: inactives centre near 2
DUSP3 inh – DUSP3 (human) phosphatase inhibition; P51452; recombinant VHR phosphatase, pNPP absorbance; inhibition, % at 13.3 µM; actives 0.52% (n = 290,000); AID 1654; in the data active means inhibition above about 50%; further: some compounds called inactive have numbers as strong as hits
Target sequence (P51452 whole entry, looked up): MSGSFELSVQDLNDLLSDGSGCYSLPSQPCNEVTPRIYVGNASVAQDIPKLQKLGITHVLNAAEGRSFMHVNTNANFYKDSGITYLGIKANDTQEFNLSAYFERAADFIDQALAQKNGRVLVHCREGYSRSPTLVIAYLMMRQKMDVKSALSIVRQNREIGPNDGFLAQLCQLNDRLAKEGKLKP
Numbers without * were called inactive; i = inactive; ? = inconclusive; . = no result given; & = joins results of further samples. This is a subset (hit frequency here may not be typical).

SMILES	TcdB GH inh	Vc quorum ag	Anthrax LF inh2	SARS 3CLpro inh	Rv3671c inh	PriA SSB inh	PfHsp40 rescue	MazEF act	Y pestis TopoI	DUSP3 inh
Cn1nc(C(=O)OCC(=O)Nc2ccc(F)cc2Cl)c2ccccc2c1=O	0.6	3.4	-4	.	1	1	0.3	-26	0	.
CCNc1nc(NCC)n2c(SCC(=O)Nc3c(C)cccc3C)nnc2n1	2.6	1.8	?	.	-3	-9	0.4	5	0	.
COc1cc(CNCc2ccccn2)ccc1OCc1c(Cl)cccc1Cl	1.2	i	-4	-1	1	10	-0.7	1	21	25
CC(C)CC(CO)N1CCN(C(=O)c2ccc(C(C)(C)C)cc2)CCC1=O (centres undefined)	-2.0	-1.5	-4	4	-2	6	-1.0	8	13	16
CCC(C)(C)n1nnnc1C(c1ccccn1)N1CCOCC1 (centres undefined)	.	i	-8	0	14	-10	-0.3	4	8	14
O=C(CCC(=O)OCCCC(F)(F)C(F)(F)F)Nc1ccc(Cl)cc1Cl	.	-0.2	0	2	-4	-2	-0.2	1	17	12
Cc1cccc(-c2nc3ccccc3c(=O)[nH]2)c1	2.4	-1.4	-11	-4	-11	-1	-1.3	-10	3	17
COc1ccccc1Nc1nc(-c2cccnc2)cs1	3.6	-0.8	7	-2	-2	2	1.3	0	-2	1
Brc1csc(/C=N/Nc2nc3ccccc3s2)c1	.	0.3	-1	-1	8	.	-0.5	2	-4	12
CCC1=NN2C(=N)/C(=C\c3cccn3-c3ccc(Cl)cc3)C(=O)N=C2S1	-0.8	-0.2	-1	0	6	12	-0.9	-10	7	21
C=CCn1c(O)c(C(C)=NCCN2CCN(C(=S)NC)CC2)c(=O)[nH]c1=O	-2.6	-0.7	4	-6	3	-6	0.5	-8	-3	23
CCN(CC)P(=O)(c1ccccc1)c1c(C)nc2ccccn12 (centres undefined)	0.8	-0.2	2	3	2	-3	0.9	4	6	-4
COc1ccc(N(C(=O)c2ccco2)C(C(=O)NC2CCCC2)c2ccc(C)cc2)c(OC)c1 (centres undefined)	-0.6	-0.3	-2	3	.	4	0.0	1	21	21
CCCCCC1=CCC/C1=N\NC(=O)c1ccc2c(c1)OCO2	-0.3	i	-2	0	-9	.	2.1	0	-2	14
COc1ccc(NC(=O)c2cc(-c3ccc(F)cc3OC(C)C)n[nH]2)c(OC)c1	0.7	i	1	.	.	.	.	.	16	.
O=C(CSc1nncn1-c1cccnc1)Nc1ccccc1[N+](=O)[O-]	0.6	i	2	0	-3	5	-0.1	9	4	13
O=C(c1ccc(-c2ccccc2Cl)s1)N1CCOCC1	0.2	-2.7	-6	.	6	-7	-1.2	-6	-8	.
Cc1ccc(CNC(=O)CN2C(=O)COc3ccc(C)cc32)cc1	.	-5.3	-4	4	1	39*	0.2	9	9	-1
COc1cc2nc(CN3CCN(S(=O)(=O)c4ccccc4)CC3)[nH]c(=O)c2cc1OC	0.6	i	.	.	.	-16	-1.9	9	5	.
COc1ccccc1CNCC(O)(c1ccc(Cl)cc1)c1ccc(Cl)cc1	.	-1.7	-4	4	-8	-27	0.0	-14	-9	3
CSc1ccccc1C(=O)C1CCCN(Cc2cnn(-c3ccccc3)c2)C1 (centres undefined)	0.9	-0.1	2	-2	9	13	-1.1	-1	4	-10
Cc1cccc(-c2noc(-c3csc([C@@H]4C[C@H](O)[C@@H](CO)O4)n3)n2)c1	2.3	i	2	.	.	.	.	.	6	.
C/C=C\C=C\C(=O)N1CC2(CC(c3cccc(NC(=O)CC)c3)=NO2)C[C@H]1C(N)=O (some centres undefined)	0.0	-0.4	-4	.	4	-16	-1.5	0	8	-4
N#CC1=C(N)Oc2c(c(=O)oc3ccccc23)C1c1ccncc1 (centres undefined)	-0.4	i	-4	-1	7	-8	-0.6	1	3	-4
Cc1cc(=O)n2nc(N3CCC(C(=O)NCc4cccc(Br)c4)CC3)sc2n1	1.2	-0.3	5	-2	-3	-18	-0.6	9	3	35
Carrying on:
SMILES	TcdB GH inh	Vc quorum ag	Anthrax LF inh2	SARS 3CLpro inh	Rv3671c inh	PriA SSB inh	PfHsp40 rescue	MazEF act	Y pestis TopoI	DUSP3 inh
COc1ccc(/C=N/Nc2nc3ccccc3o2)cc1O	.	i	-3	0	8	.	-1.8	6	2	12
CCCNC(=O)C1CC2Cn3c(nc4ccccc43)C2N1C (centres undefined)	-1.0	-0.8	9	.	-4	0	-0.6	1	0	.
COc1ccccc1NC(=O)CN1C(=O)COc2ccc(C)cc21	0.2	0.8	-2	-5	-3	-11	1.7	-1	3	15
Cc1c(NC(=O)c2cccs2)cccc1[N+](=O)[O-]	1.1	5.0	-2	0	2	-13	2.8	3	1	1
O=C(Nc1cccc(Oc2ccc(C(=O)O)c(C(=O)O)c2)c1)c1ccc(-c2ccccc2)cc1	0.1	i	-4	5	-11	-9	19	1	12	9
COc1cc(/C=C/CO)cc(OC)c1OC/C=C(\C)CCC=C(C)C	2.8	-0.3	-5	.	-5	-4	3.6	-3	24	22
CCOC(=O)c1ccc(S(=O)(=O)N2CCC(C(=O)NCC3COc4ccccc4O3)CC2)cc1 (centres undefined)	1.8	-0.5	0	.	.	.	.	-5	35	.
Cc1ccc(S(=O)(=O)N[C@H](C(=O)NC2CCC(C)CC2)C(C)C)cc1 (some centres undefined)	1.8	0.0	-1	.	2	-1	-0.4	2	-4	.
O=C(CN(Cc1ccccc1)C(=O)c1csnn1)NCc1ccccc1	0.4	-0.3	-3	-4	4	-10	-0.5	5	2	17
Cc1nnc(SCC(=O)Nc2ccccc2)[nH]c1=O	.	-1.5	4	3	-11	-9	-1.0	5	5	19
O=C(Nc1ccc2c(c1)CCC2)Nc1ccc2c(c1)OCO2	-0.1	i	0	8	-7	-2	-0.8	7	-1	6
O=C(Nc1cccc(C(=O)N2CCCC2)c1)C1CCCCC1	0.6	i	2	.	.	-6	-0.4	13	-2	.
O=C(NNC1=NS(=O)(=O)c2ccccc21)c1ccc(Cl)cc1	0.9	-0.3	-3	0	4	-3	-0.3	6	10	20
O=C(CN1CCCC1)Nc1ccc(Br)cc1[N+](=O)[O-]	-0.1	-1.7	0	2	-3	5	-1.1	16	-9	15
Cc1cc(C)c(S(=O)(=O)Nc2ccc(Cl)cn2)c(C)c1	1.5	i	.	-4	-6	-8	-1.2	5	4	47
O=C(Nc1cccc(C(F)(F)F)c1)c1ccc2sc([C@H]3C[C@H](O)[C@@H](CO)O3)nc2c1	2.3	-0.3	-6	.	.	.	.	.	1	.
O=C(Nc1ncc(Cc2cccc(C(F)(F)F)c2)s1)C1CCCO1 (centres undefined)	2.1	2.8	-3	2	2	3	0.9	-2	5	1
CCOc1ccccc1NC(=O)C1CCCN(S(=O)(=O)c2ccc3c(c2)CCCN3C(C)=O)C1 (centres undefined)	-2.8	i	0	.	.	.	.	0	29	.
COc1ccccc1N(Cc1ccccc1)S(=O)(=O)c1cccc(C(=O)NC2CC(C)(C)NC(C)(C)C2)c1	-2.0	i	-2	.	1	-9	-1.0	29	-20	.
CC(C)(C)OC(=O)N1CCCC(C(=O)CC#N)C1 (centres undefined)	.	.	1	-4	-2	-21	-0.7	0	7	29
O=C(N(c1ccccc1)c1ccccc1)N(c1ccccc1)c1ccccc1	-1.0	-0.5	-21	10	7	3	.	-4	7	27
Clc1ccc(-c2nn3c(-c4ccccc4)nnc3s2)cc1	.	-0.7	1	4	2	-13	-0.5	1	7	-6
O=C(Nc1ccc(N2CCOCC2)cc1)c1cccc2c(Br)cccc12	0.0	-0.2	1	-2	-5	-3	1.0	12	2	24
Cc1ccc(-n2nnnc2CNC(=O)C2CC(=O)N(c3ccc(F)cc3)C2)cc1C (centres undefined)	1.0	9.9	2	.	2	-10	-3.9	2	12	.
Cc1ccc(CNC(=O)c2cc(-c3ccccc3)nn2CC2CC(c3cccc([N+](=O)[O-])c3)=NO2)cc1 (centres undefined)	0.6	-0.4	-10	.	-20	6	-0.6	-1	5	.
Next structures:
SMILES	TcdB GH inh	Vc quorum ag	Anthrax LF inh2	SARS 3CLpro inh	Rv3671c inh	PriA SSB inh	PfHsp40 rescue	MazEF act	Y pestis TopoI	DUSP3 inh
Cc1ccc(NC(=O)Nc2ccc(Cl)cc2)c(Br)c1	.	-0.3	1	-5	-5	-1	-0.8	6	-4	-7
O=C(O)c1ccc(NC(=O)c2cn(-c3ccccc3)nc2-c2ccc(F)cc2)cc1	3.1	-0.8	0	11	-7	-5	3.9	-3	3	24
CC(=O)Nc1ccc(C(=O)CSc2nnc(Cn3nnc4ccccc43)n2C)cc1	0.4	i	3	4	-2	5	0.2	-3	-2	50
CN(C)CCN(Cc1ccccc1)S(=O)(=O)c1ccc(-c2ccc(=O)[nH]n2)s1	-0.6	-0.3	-3	4	-2	-1	-0.8	0	-4	2
Cc1c(N=Cc2c(O)n(Cc3ccco3)c(=O)c3ccccc23)c(=O)n(-c2ccccc2)n1C	0.6	-3.6	-4	1	1	-8	1.1	7	-4	7&35
Cc1occc1C(=O)N1CCN(S(=O)(=O)c2ccc(F)cc2)CC1	1.0	i	-4	.	8	0	-0.4	4	4	.

Assay outcomes deposited in PubChem by several laboratories.
